Source: PubChem BioAssay (several laboratories)
EBV gp42 block = Epstein-Barr virus gp42 inhibitors, primary screen, biochemical, uHTS, fluorescence polarization. Fluorescence polarization binding assay, mP read-out. inhibition, % (tested at 21.74 µM). actives 0.42% (n = 220,000). AID 1085, 2008; in the data active = inhibition above about 50%
Target sequence (Q1HVG2 whole entry, looked up): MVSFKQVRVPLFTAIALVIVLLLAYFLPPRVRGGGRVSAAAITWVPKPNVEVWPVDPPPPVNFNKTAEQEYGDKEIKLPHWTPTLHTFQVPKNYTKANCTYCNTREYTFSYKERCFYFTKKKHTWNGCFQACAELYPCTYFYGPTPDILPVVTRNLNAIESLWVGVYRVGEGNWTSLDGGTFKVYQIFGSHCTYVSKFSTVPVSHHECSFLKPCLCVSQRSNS
Calpain2 inh = inhibitors of pig calpain II, primary screen, biochemical, fluorogenic peptide substrate, 1536-well. purified calpain II, 30 min. inhibition, % at 16 µM. actives 0.37% (n = 220,000);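 active = inhibition above about 50%, limit read from the data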
TRPML3 ag = human TRPML3 channel agonists, primary screen, cell-based, HEK293 TRPML3-YFP, Fluo-8 calcium fluorescence, 3 µM; activation, % at 3 µM; 100% = the carbachol control signal; actives 0.29% (n = 220,000); AID 1448, 2008; Mucolipin-3 (Homo sapiens), Q8TDD5;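 active = activation above its plate's cutoff, the mean activation of the plate's test wells plus 3 SD, cut at about 12% in these data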;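 note: 0% = DMSO only wells and 100% = carbachol wells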
Target sequence (Q8TDD5 whole entry, looked up): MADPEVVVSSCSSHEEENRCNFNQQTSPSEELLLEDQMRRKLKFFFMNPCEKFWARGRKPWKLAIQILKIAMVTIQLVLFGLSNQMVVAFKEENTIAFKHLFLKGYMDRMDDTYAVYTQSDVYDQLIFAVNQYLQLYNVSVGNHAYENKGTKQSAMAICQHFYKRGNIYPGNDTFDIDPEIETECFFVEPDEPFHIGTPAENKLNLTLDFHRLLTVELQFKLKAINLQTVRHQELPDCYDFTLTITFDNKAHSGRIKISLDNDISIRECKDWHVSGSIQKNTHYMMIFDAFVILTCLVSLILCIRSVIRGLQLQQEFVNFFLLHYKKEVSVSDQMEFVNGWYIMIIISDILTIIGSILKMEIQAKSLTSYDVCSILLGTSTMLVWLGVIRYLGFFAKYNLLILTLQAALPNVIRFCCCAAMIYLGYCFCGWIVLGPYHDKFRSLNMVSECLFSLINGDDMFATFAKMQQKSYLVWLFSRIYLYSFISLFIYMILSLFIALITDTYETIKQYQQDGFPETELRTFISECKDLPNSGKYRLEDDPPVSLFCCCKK
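Test system: HEK293 cells stably carrying human TRPML3-YFP; Doses: single dose, 3 µM final nominal compound, 0.3% DMSO final; Schedule: dye loading 1 h 37 °C then 30 min ambient, 125 s read; Technique: Fluo-8 calcium fluorescence; Benchmarks: high control carbachol 87 µM, low control DMSO.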
Cl transport mod = KCC2 cotransporter modulators, thallium flux, primary screen, cell-based, HEK293 KCC2, FluoZin-2 fluorescence, MLSMR. actives 2.2% (n = 190,000). KCC2 cells, thallium flux FluoZin-2 fluorescence. B-score of Tl+ flux slope (higher = more flux/activation; lower = inhibition) at 10 µM. Solute carrier family 12 member 5 (Homo sapiens), Q9H2X9. AID 1456, 2008;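 active = thallium flux slope and its plate-corrected score both differing from the plate sample mean at a set confidence after two filtering rounds, in either direction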;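 note: slope of fluorescence scaled to starting intensity during 10 to 20 s after thallium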
TbHK1 inh = Trypanosoma brucei hexokinase 1 inhibitors, primary screen, biochemical, G6PDH-coupled NADH absorbance, MLSCN library; hexokinase 1 [Trypanosoma brucei]; recombinant TbHK1, G6PDH-coupled NADH A340; inhibition, % at 10 µM; actives 0.11% (n = 220,000);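 active = inhibition of 50% or more in the single-dose primary screen; inactive = inhibition below 50%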
thrombin 1536 = human alpha-thrombin inhibitors, primary screen, counter-screen for coagulation protease inhibitor project, biochemical, 1536-well, fluorogenic AMC substrate. Prothrombin (Homo sapiens), P00734. Boc-VPR-AMC fluorogenic substrate cleavage. inhibition, % at 5 µM. actives 0.26% (n = 220,000). AID 1046, 2008;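 active = inhibition at or above 40%; inactive = inhibition below 40%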;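 note: 0% = enzyme with no compound and 100% = wells without enzyme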
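Test system: human alpha-thrombin protein / Dosing: one concentration per compound, 5 µM, with 0.2% DMSO / Medium: pH 7.5 Tris-saline with Tween 20 / Benchmarks: no-compound enzyme wells and no-enzyme blanks / Read-out basis: percent inhibition of thrombin substrate cleavage / Timing: reaction at room temperature / Measured by: fluorescence, ex 355 nm, em 460 nm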
TRPN1 ag = zebrafish TRPN1 channel agonists, primary screen, cell-based, HEK293, calcium fluorescence. actives 0.18% (n = 220,000). activation, % at 3 µM. HEK293 zebrafish TRPN1-YFP, Fluo-8 calcium fluorescence; 100% = response to 87 µM carbachol;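 active = activation above its plate's cutoff, the mean activation of test wells on that plate plus 3 SD, cut at about 19% in these data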;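 note: 0% = DMSO alone and 100% = 87 µM carbachol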
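Material: zebrafish TRPN1-YFP in HEK293 cells. Doses: one dose of 3 µM, 0.3% DMSO. Incubation: dye 1 h 37 °C plus 30 min RT. Measured by: intracellular calcium fluorescence with Fluo-8.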
PPC-1+TRAIL kill = compounds killing PPC-1 cancer cells with TRAIL present, primary screen, TRAIL potentiator project, ATPLite luminescence, uHTS; PPC-1 cells + TRAIL, ATPLite viability luminescence; cell killing (% activity), % at 4 µM; actives 0.41% (n = 220,000); AID 1443, 2008;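 active = cell killing above 50% in the first pass at 4 µM, then a duplicate retest at 5 µM averaging 50% or more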;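 note: plate controls were cells with TRAIL plus DMSO for no effect and medium-only wells lacking cells for full effect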
Furin inh = human furin inhibitors, primary screen, biochemical, fluorescence intensity. inhibition, % at 30 µM. P09958. purified furin, fluorogenic substrate cleavage. actives 0.061% (n = 220,000); in the data active = inhibition above about 25%; note: inactives centre near -15
* = called active by the depositor; [ ] = remark or other dose.

How did Cc1ccc(NC(NC(=O)Cc2ccccc2)C(Cl)(Cl)Cl)cc1 (centres undefined) do in these assays?
EBV gp42 block: -31.7; Calpain2 inh: 3.3; TRPML3 ag: -0.1; Cl transport mod: -0.797; TbHK1 inh: 6.0; thrombin 1536: -7.6; TRPN1 ag: -2.0; PPC-1+TRAIL kill: -5.8; Furin inh: -16.1

How did CCNS(=O)(=O)c1ccc(CCC(=O)NCc2ccc(C)cc2)cc1 do in these assays?
EBV gp42 block: -9.9; Calpain2 inh: -19.0; TRPML3 ag: 0.2; Cl transport mod: -0.0768; TbHK1 inh: -5.6; thrombin 1536: 3.8; TRPN1 ag: -0.1; PPC-1+TRAIL kill: 1.0; Furin inh: -18.2

What do the screens show for `COc1ccc(CCNC(=O)c2cc(S(=O)(=O)N(C)c3ccccc3)ccc2Cl)cc1`?
EBV gp42 block: -25.6; Calpain2 inh: 28.6; TRPML3 ag: 1.5; Cl transport mod: -3.91; TbHK1 inh: 4.4; thrombin 1536: 5.5; TRPN1 ag: 0.5; PPC-1+TRAIL kill: 29.6; Furin inh: -2.8

How did Cc1cc(C=O)c(C)n1-c1ccc(N2CCOCC2)cc1 do in these assays?
EBV gp42 block: -2.0; Calpain2 inh: 23.5; TRPML3 ag: 1.0; Cl transport mod: 0.0593; TbHK1 inh: -0.5; thrombin 1536: -3.4; TRPN1 ag: 0.1; PPC-1+TRAIL kill: -0.1; Furin inh: -23.3[20 µM]

How did Cc1ccc(C)c2[nH]c(=O)c(C(c3nnnn3Cc3ccccc3)N3CCc4ccccc4C3)cc12 (centres undefined) do in these assays?
EBV gp42 block: -11.8; Calpain2 inh: -335.8; TRPML3 ag: 0.3; Cl transport mod: -0.701; TbHK1 inh: -20.8; thrombin 1536: -2.8; TRPN1 ag: -0.3; PPC-1+TRAIL kill: 22.4; Furin inh: -21.7[20 µM]

How did Cc1ccc2c(Cl)c(C(=O)Nc3cc(C)on3)sc2c1 do in these assays?
EBV gp42 block: -12.0; Calpain2 inh: -19.9; TRPML3 ag: 1.4; Cl transport mod: 0.909; TbHK1 inh: 6.2; thrombin 1536: 0.6; TRPN1 ag: 0.4; PPC-1+TRAIL kill: -7.2; Furin inh: -12.4[20 µM]

What do the screens show for `O=C(CSc1nnc2c(n1)[nH]c1ccc(S(=O)(=O)N3CCOCC3)cc12)Nc1ccc(F)c(F)c1`?
EBV gp42 block: -8.6; Calpain2 inh: -114.0; TRPML3 ag: 1.4; Cl transport mod: -0.902; TbHK1 inh: -8.1; thrombin 1536: 0.6; TRPN1 ag: 1.0; PPC-1+TRAIL kill: 15.3; Furin inh: -14.8

What do the screens show for `CN1C(=S)N(c2cccnc2)C(=O)/C1=C\c1ccc(C(C)(C)C)cc1`?
EBV gp42 block: -7.6; Calpain2 inh: -0.8; TRPML3 ag: 2.2; Cl transport mod: -0.147; TbHK1 inh: -12.8; thrombin 1536: 2.4; TRPN1 ag: 0.8; PPC-1+TRAIL kill: 6.5; Furin inh: -28.2

How did Cc1nc(NC(=O)c2ccco2)sc1-c1csc(Nc2ccc(Cl)cc2Cl)n1 do in these assays?
EBV gp42 block: 18.9; Calpain2 inh: -290.8; TRPML3 ag: 0.6; Cl transport mod: 0.722; TbHK1 inh: -13.3; thrombin 1536: 3.8; TRPN1 ag: 1.4; PPC-1+TRAIL kill: 19.5; Furin inh: -15.8[20 µM]

How did CCOc1ccc(C(C)=O)cc1CSc1nc(C)cc(C)n1 do in these assays?
EBV gp42 block: -3.5; Calpain2 inh: -16.2; TRPML3 ag: -0.6; Cl transport mod: -1.14; TbHK1 inh: -1.8; thrombin 1536: -7.4; TRPN1 ag: -3.1; Furin inh: -22.7

What do the screens show for `O=C(Nc1nccc(-c2cccs2)n1)c1ccccc1Cl`?
EBV gp42 block: -22.3; Calpain2 inh: 3.8; TRPML3 ag: 0.7; Cl transport mod: 0.168; TbHK1 inh: -5.1; thrombin 1536: -2.1; TRPN1 ag: 0.2; PPC-1+TRAIL kill: 13.4; Furin inh: -15.8[20 µM]

What do the screens show for `CN(C1=NC(=O)C(CC(=O)O)S1)c1ccc(O)cc1` (centres undefined)?
EBV gp42 block: -7.3; Calpain2 inh: 3.8; TRPML3 ag: 0.3; Cl transport mod: 0.269; TbHK1 inh: -8.7; TRPN1 ag: -0.3; PPC-1+TRAIL kill: 21.1; Furin inh: -8.6

What do the screens show for `O=C1C(Cl)=C(NCC2CCCO2)C(=O)N1C1CCCCC1` (centres undefined)?
EBV gp42 block: 10.6; Calpain2 inh: -45.2; TRPML3 ag: 0.4; Cl transport mod: -2.4; TbHK1 inh: 2.1; thrombin 1536: -10.7; TRPN1 ag: 0.2; PPC-1+TRAIL kill: 25.0; Furin inh: -37.9

How did O=C(NNc1ccccc1)/C(=C\c1cccnc1)NC(=O)c1ccccc1 do in these assays?
EBV gp42 block: -1.7; Calpain2 inh: 3.3; TRPML3 ag: 0.6; Cl transport mod: -0.0148; TbHK1 inh: -12.4; thrombin 1536: -4.1; TRPN1 ag: 1.2; PPC-1+TRAIL kill: -0.1; Furin inh: -14.1

What do the screens show for `N#Cc1ccccc1OCC(O)CS(=O)(=O)c1ccccc1` (centres undefined)?
EBV gp42 block: 0.8; Calpain2 inh: -35.3; TRPML3 ag: 0.8; Cl transport mod: -0.256; TbHK1 inh: -6.0; thrombin 1536: 3.1; TRPN1 ag: 0.0; PPC-1+TRAIL kill: 20.3; Furin inh: -13.3

What do the screens show for `Cn1cc(C(=O)c2ccc(Cl)cc2Cl)cc1C(=O)O`?
EBV gp42 block: -6.5; Calpain2 inh: -2.4; TRPML3 ag: 0.4; Cl transport mod: -2.64; TbHK1 inh: -4.6; thrombin 1536: -3.5; TRPN1 ag: 0.4; PPC-1+TRAIL kill: 4.4; Furin inh: -20.0

How did O=C(NCCN1CCC(Cc2ccccc2)CC1)C1CCCN(S(=O)(=O)c2cnc[nH]2)C1 (centres undefined) do in these assays?
EBV gp42 block: -4.0; Calpain2 inh: 15.0; TRPML3 ag: -0.5; Cl transport mod: -4.03*; TbHK1 inh: 6.7; thrombin 1536: -11.2; TRPN1 ag: -0.2; PPC-1+TRAIL kill: 14.9; Furin inh: -11.7

Results for COc1ccccc1CNc1ncnc2nc[nH]c12 ?
EBV gp42 block: -11.8; Calpain2 inh: 1.4; TRPML3 ag: 0.3; Cl transport mod: -0.729; TbHK1 inh: -4.8; thrombin 1536: -1.3; TRPN1 ag: 0.7; PPC-1+TRAIL kill: 29.4; Furin inh: -26.0

How did Cc1ccccc1CSCC(=O)NC(=O)NCc1ccco1 do in these assays?
EBV gp42 block: 25.9; Calpain2 inh: -186.7; TRPML3 ag: -0.2; Cl transport mod: -0.395; TbHK1 inh: 2.0; thrombin 1536: -1.7; TRPN1 ag: -1.1; PPC-1+TRAIL kill: 20.6; Furin inh: -12.2

Results for Cc1cccc(C)c1OCCOC(=O)c1n[nH]c2ccccc12 ?
EBV gp42 block: -10.6; Calpain2 inh: -1.8; TRPML3 ag: -0.3; Cl transport mod: -0.0478; TbHK1 inh: 8.2; thrombin 1536: 24.7; TRPN1 ag: -0.2; PPC-1+TRAIL kill: -12.3; Furin inh: -8.9

Results for O=C(NCCNc1ccc([N+](=O)[O-])cc1)c1ccc(Cl)cc1 ?
EBV gp42 block: -0.8; Calpain2 inh: 5.8; TRPML3 ag: 0.2; Cl transport mod: 0.448; TbHK1 inh: -10.2; thrombin 1536: -2.7; TRPN1 ag: 0.3; PPC-1+TRAIL kill: 20.9; Furin inh: -4.5

Results for CCCNc1nc(N2CCCC2)nc(N2CCCC2)n1 ?
EBV gp42 block: -11.5; Calpain2 inh: -11.3; TRPML3 ag: 0.2; Cl transport mod: -0.998; TbHK1 inh: -1.9; thrombin 1536: -3.3; TRPN1 ag: 0.6; Furin inh: -31.7

What do the screens show for `Cc1cc(NC(=O)/C(C#N)=C/c2ccc(-c3cccc(C(F)(F)F)c3)o2)n(-c2ccccc2)n1`?
EBV gp42 block: -28.7; Calpain2 inh: -117.7; TRPML3 ag: 0.7; Cl transport mod: -0.132; TbHK1 inh: -13.5; thrombin 1536: -7.0; TRPN1 ag: 0.7; PPC-1+TRAIL kill: 20.4; Furin inh: -23.3

Results for O=C(O)C1CCCCC1C(=O)Nc1cc(C(F)(F)F)ccc1Cl (centres undefined) ?
EBV gp42 block: -4.5; Calpain2 inh: -26.4; TRPML3 ag: 0.6; Cl transport mod: -0.124; TbHK1 inh: -5.0; thrombin 1536: -7.8; TRPN1 ag: 1.0; PPC-1+TRAIL kill: 13.3; Furin inh: -32.8

Results for Cc1ccc2oc(C(=O)Nc3nnc(C)s3)c(C)c2c1 ?
EBV gp42 block: -5.4; Calpain2 inh: 2.1; TRPML3 ag: 0.9; Cl transport mod: 0.486; TbHK1 inh: -23.5; thrombin 1536: -4.0; TRPN1 ag: 2.0; PPC-1+TRAIL kill: 37.7; Furin inh: -6.6[20 µM]

How did OC(Cn1ccnc1)c1ccc(Cl)cc1Cl (centres undefined) do in these assays?
EBV gp42 block: -8.0; Calpain2 inh: 21.2; TRPML3 ag: 0.5; TbHK1 inh: -1.9; thrombin 1536: 1.3; TRPN1 ag: -0.1; PPC-1+TRAIL kill: 1.4; Furin inh: -11.2

Results for Cc1ccc(N(C(=O)CCC(=O)Nc2nccs2)C(C(=O)NC(C)(C)C)c2ccc(O)cc2)cc1 (centres undefined) ?
EBV gp42 block: -2.1; Calpain2 inh: -23.0; TRPML3 ag: 0.6; Cl transport mod: -0.121; TbHK1 inh: -2.6; thrombin 1536: -6.1; TRPN1 ag: 0.9; PPC-1+TRAIL kill: -13.1; Furin inh: -12.0

Three structures already listed, sorted by heavy-atom count, highest first:
Results for Cc1ccc2oc(C(=O)Nc3nnc(C)s3)c(C)c2c1 ?
EBV gp42 block: -5.4; Calpain2 inh: 2.1; TRPML3 ag: 0.9; Cl transport mod: 0.486; TbHK1 inh: -23.5; thrombin 1536: -4.0; TRPN1 ag: 2.0; PPC-1+TRAIL kill: 37.7; Furin inh: -6.6[20 µM]

Results for COc1ccccc1CNc1ncnc2nc[nH]c12 ?
EBV gp42 block: -11.8; Calpain2 inh: 1.4; TRPML3 ag: 0.3; Cl transport mod: -0.729; TbHK1 inh: -4.8; thrombin 1536: -1.3; TRPN1 ag: 0.7; PPC-1+TRAIL kill: 29.4; Furin inh: -26.0

How did OC(Cn1ccnc1)c1ccc(Cl)cc1Cl (centres undefined) do in these assays?
EBV gp42 block: -8.0; Calpain2 inh: 21.2; TRPML3 ag: 0.5; TbHK1 inh: -1.9; thrombin 1536: 1.3; TRPN1 ag: -0.1; PPC-1+TRAIL kill: 1.4; Furin inh: -11.2
